Screening data: PubChem BioAssay, National Center for Advancing Translational Sciences (NCATS)
HCMV inh = qHTS Assay for inhibitors of the human cytomegalovirus (HCMV); activity change, negative = inhibition, % at 57.5 µM; actives 4.5% (n = 410,000); HFF cells, HCMV-luciferase reporter, 72 h; hits give low values; AID 1259415, 2018; in the data active means activity change below about -60%; inconclusive means no clear call, values can overlap the other calls; inactive means above about -39%
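Human foreskin fibroblasts infected with luciferase-reporter HCMV at MOI 1 PFU/cell, compounds at two doses. Luciferase measured 72 h post infection; normalized to buffer-only basal and Salinomycin (10uM) controls.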
Sm TGR inh = qHTS Assay for the Inhibitors of Schistosoma Mansoni Peroxiredoxins; Potency, µM (highest dose often 114 µM), for inactives: at the highest dose activity change, negative = inhibition, most hits filed as inhibitors; actives 3% (n = 360,000); AID 485364, 2010; Schistosoma mansoni thioredoxin glutathione reductase (TGR), Q962Y6; purified TGR, DTNB reduction, TNB absorbance 405 nm; further: potency means the concentration at half of the fitted maximal effect; nearly all actives have a fitted effect of over 60% in size
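TGR 20 nM + NADPH 100 uM (dispensed conc.), cpd preinc 15 min RT; start with NADPH (500 uM addition) then DTNB (15 mM addition). Kinetic TNB absorbance, 405 nm filter. Four-parameter Hill fit across titration.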
Giardia FBPA inh = qHTS Assay for Inhibitors of Fructose-1,6-bisphosphate Aldolase from Giardia Lamblia. A8B2U2. purified Giardia FBPA. Potency, µM (series often up to 59.6 µM), for inactives: top-dose activity, negative = inhibition, hits mostly inhibitors. actives 0.71% (n = 290,000). AID 2451, 2010; further: potency means the concentration at half of the fitted maximal effect; nearly all actives have a fitted effect of over 55% in size
Target sequence (A8B2U2 whole entry, looked up): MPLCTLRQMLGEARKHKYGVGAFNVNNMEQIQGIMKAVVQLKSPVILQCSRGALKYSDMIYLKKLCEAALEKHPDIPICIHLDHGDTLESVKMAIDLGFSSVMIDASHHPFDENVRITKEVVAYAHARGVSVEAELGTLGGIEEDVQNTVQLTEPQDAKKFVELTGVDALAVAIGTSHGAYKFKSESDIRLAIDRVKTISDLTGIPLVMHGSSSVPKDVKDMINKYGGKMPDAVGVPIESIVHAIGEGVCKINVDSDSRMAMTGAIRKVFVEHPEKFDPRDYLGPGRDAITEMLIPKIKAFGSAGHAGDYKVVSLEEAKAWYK
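40 nM FBPA preincubated 10 min at RT with compound (up to 57.5 uM final), then substrate plus GAPDH/TPI/NAD/arsenate coupling and diaphorase/resazurin added. Fluorescence read after 20 min at RT, 525/598 nm.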
AmpC inh detg = qHTS Inhibitors of AmpC Beta-Lactamase (assay with detergent). actives 0.041% (n = 370,000). AID 485294, 2010. P00811. AmpC hydrolysis of nitrocefin, absorbance 480 nm, 0.01% Triton. Potency, µM (top dose mostly 114 µM), inactives show at the top dose activity change, negative = inhibition, most hits filed as inhibitors;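 further: potency means the concentration at half of the fitted maximal effect; 0% = no-compound wells and -100% = no-enzyme wells; nearly all actives have a fitted effect of over 25% in size; some results filed as inactive show a strong effect at the top dose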
Target sequence (P00811 whole entry, looked up): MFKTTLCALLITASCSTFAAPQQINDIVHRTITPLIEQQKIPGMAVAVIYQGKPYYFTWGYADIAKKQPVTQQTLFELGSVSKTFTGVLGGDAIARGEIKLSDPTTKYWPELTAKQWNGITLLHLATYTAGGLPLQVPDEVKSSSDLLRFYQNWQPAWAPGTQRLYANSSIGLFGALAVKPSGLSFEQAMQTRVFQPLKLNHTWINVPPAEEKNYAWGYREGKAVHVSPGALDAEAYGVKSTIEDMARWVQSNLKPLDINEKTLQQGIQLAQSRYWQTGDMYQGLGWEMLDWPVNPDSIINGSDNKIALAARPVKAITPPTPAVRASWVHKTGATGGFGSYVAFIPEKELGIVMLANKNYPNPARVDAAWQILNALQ
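20 mM phosphate pH 7.0 + 0.01% (detergent screen) or 0.0001% Triton X-100; 5.3 nM AmpC reagent; cpd preinc 15 min RT; nitrocefin (800 uM stock) to start; A480 q20 s × 4 min; Activity was normalised to no-enzyme and no-compound control wells.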
AMA1 RON2 block = qHTS for Inhibitors of AMA1-RON; Towards Development of Antimalarial Drug Lead: Primary Screen. AlphaScreen AMA1-biotinylated RON2 peptide binding. Potency, µM (top dose mostly 58.2 µM), inactives show at the highest dose activity change, negative = inhibition, most hits filed as inhibitors. actives 0.2% (n = 360,000). AID 720542, 2013;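 further: potency means the concentration at half of the fitted maximal effect; 0% = vehicle wells and -100% = peptide control; nearly all actives have a fitted effect of over 45% in size; some results filed as inactive show a strong effect at the top dose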
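AMA1 (3D7) with his tag at 25 nM final met compounds first, then biotinylated RON2 peptide at 25 nM; detection used donor plus acceptor beads, 10 µg/mL apiece, read by AlphaScreen after 30 min at room temperature.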
AmpC inh no detg = qHTS Inhibitors of AmpC Beta-Lactamase (assay without detergent); P00811; AmpC nitrocefin hydrolysis, absorbance 480 nm, 0.0001% Triton; Potency, µM (doses to about 57.1 µM), for inactives: at the highest dose activity change, negative = inhibition, most hits filed as inhibitors; actives 0.52% (n = 330,000); AID 485341, 2010;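 further: potency means the concentration at half of the fitted maximal effect; plate controls were no compound for no effect and no enzyme for full effect; nearly all actives have a fitted effect of over 20% in size; some results filed as inactive show a strong effect at the top dose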
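20 mM phosphate pH 7.0 + 0.01% (detergent screen) or 0.0001% Triton X-100; 5.3 nM AmpC reagent; cpd preinc 15 min RT; nitrocefin (800 uM stock) to start; A480 q20 s × 4 min; Activity was normalised to no-enzyme and no-compound control wells.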
* marks the source's active call; other numbers are inactive results; ? = inconclusive; . = not tested or not shown; [ ] = another dose, or the depositor's remark. Unless noted, the call rests on the fitted dose curve; in most records, active means well fitted curve in the direction sought with a large enough effect; inconclusive means small, poorly fitted or top-dose-only effect, or another doubt; inactive means no such curve, though single readings can be large; an effect the other way counts as inactive or inconclusive. Unless noted, on the % scale 0 is the no-effect control and ±100 the full control effect.

1. CCC(=O)c1ccc(OCc2ccc(C#N)cc2)cc1
2. COc1cccc(N(C(=O)Cn2nnc(-c3cccs3)n2)C(C(=O)NC(C)C)c2ccc(C)o2)c1 (stereo unspecified)
3. Cc1cc(C)c(NC(=O)Cn2nnc(-c3ccccc3)n2)c(C)c1
4. CN1CCN(C(=S)NC(=O)c2ccccc2Br)CC1
5. CSCCC1NC2(C(=O)Nc3ccc(Cl)cc32)[C@@H]2C(=O)N(C3CCCC3)C(=O)[C@H]12 (stereo partly specified)
6. CCCc1nn2c(=O)cc(CSCC(=O)Nc3ccc(F)cc3)nc2s1
7. CC1(C(=O)NCc2cccnc2)CCC(=O)N1Cc1cccs1 (stereo unspecified)
8. CN(C)S(=O)(=O)c1cc(NC(=O)CSc2nn(-c3ccc(Cl)cc3)c(=S)s2)ccc1Cl
9. CC(C)CNC(=O)c1cccc(NC(=O)C(C)Oc2ccccc2)c1 (stereo unspecified)
10. Cc1cnc(C(=O)N2CCCC(C(=O)c3cccc(OC(C)C)c3)C2)cn1 (stereo unspecified)
Assay by compound,1,2,3,4,5,6,7,8,9,10
HCMV inh,?,-27,-9,-4,7,-35,-10,-85*,2,?
Sm TGR inh,10%,0%,-3%,2%,32µM*,3%,-1%,-2%,.,9%
Giardia FBPA inh,4%,7%,.,?,2%,11%,0%,0%,0%,-1%
AmpC inh detg,6%,?,-2%,-13%,1%,-2%,?,?,-1%,7%
AMA1 RON2 block,4%,4%,.,-4%,-23%,9%,-6%,15%,8%,0%
AmpC inh no detg,-22%,4%,.,-9%,29%,-27%,-7%,14µM*,-21%,66%[activator]

11. COc1ccc(N(C(=O)c2snc(C(N)=O)c2N)C(C(=O)NC2CCCCC2)c2ccc(C)o2)cc1 (stereo unspecified)
12. CC(=O)c1c(C(C)=O)c(C)n(Cc2ccc3c(c2)OCO3)c1C
13. COc1ccc(OCCCC(=O)OCC(=O)Nc2c(C)nn(-c3ccccc3)c2C)cc1
14. COc1ccc(-c2coc3cc(O)ccc3c2=O)cc1OC
15. CC1(C)CC(=O)C=C(Nc2cc(-c3ccccc3)[nH]n2)C1
16. COc1cc(NC(=O)COc2cc(O)c3c(c2)OC(C)(C)CC3=O)cc(OC)c1OC
17. S=c1[nH]nc(-c2n[nH]c3c2CCC3)n1/N=C/C=C/c1ccccc1
18. C=C1C[C@]2(O)[C@@]3(C)CCC(=O)C(C)(C)C3=C(O)C(=O)[C@@]2(C)[C@@H]2C(=O)O[C@@](C)(C(=O)OC)C(=O)[C@@]12C
19. CC(CN1CCN(C/C=C/c2ccccc2)CC1)c1ccccc1 (stereo unspecified)
20. CN(c1ccc(O)cc1)S(=O)(=O)c1ccc2ccccc2c1
Assay by compound,11,12,13,14,15,16,17,18,19,20
HCMV inh,-70*,?,-2,156,12,0,21,19,0,-6
Sm TGR inh,-15%,0%,4%,1%,-3%,-13%,-7%,?,5%,-16%
Giardia FBPA inh,-3%,5%,.,3%,-5%,11%,-2%,-3%,-15%,0%
AmpC inh detg,1%,?,-13%,0%,-20%,?,-5%,9%,?,-5%
AMA1 RON2 block,3%,-6%,1%,22%,3%,-11%,75%[activator],-2%,-20%,4%
AmpC inh no detg,61%[activator],3%,78%[activator],-17%,-52%,54%,-24%,0%,-7%,-52%

21. NS(=O)(=O)c1ccc(CCNC(=O)C2(S(=O)(=O)c3ccc(Cl)cc3)CC2)cc1
22. CC(C)(C)n1ncc2c(=O)n(Cc3ccccc3Br)cnc21
23. Cc1ccccc1-c1ocnc1C(=O)Nc1ccccc1NC(=O)c1ccccn1
24. CCN(CC)CC(=O)N1N=C(c2cccs2)CC1c1ccco1 (stereo unspecified)
25. COc1cc2c(cc1OC)-c1cc(NC3CCCCC3)nc(=O)n1CC2
26. COc1ccc(-c2csc(NC(=O)c3c(C)noc3C)n2)cc1
27. CC(=O)Nc1ccc(NC(=O)C(C)NC(C)c2cccc3ccccc23)cc1 (stereo unspecified)
28. O=C(NCCc1cccc(F)c1)C1CCN(S(=O)(=O)c2ccc(F)cc2)CC1
29. COc1ccc(CNC(=O)c2c(O)c3ccccc3n(C)c2=O)cc1OC
30. COC(=O)c1c(C(=O)OC)c(-c2cccc(C)c2)n2c1CS(=O)C2 (stereo unspecified)
Assay by compound,21,22,23,24,25,26,27,28,29,30
HCMV inh,-28,?,-17,-24,33,-12,-24,61,?,14
Sm TGR inh,-6%,0%,-14%,-4%,1%,-3%,-2%,8%,-9%,6%
Giardia FBPA inh,5%,.,0%,9%,-6%,.,11%,-7%,10%,1%
AmpC inh detg,?,5%,-14%,3%,?,1%,0%,4%,-11%,0%
AMA1 RON2 block,3%,.,54%[activator],5%,5%,13%,6%,-3%,0%,5%
AmpC inh no detg,-5%,-1%,-23%,1%,-32%,-12%,8%,22%,2%,-16%

31. O=C(COc1ncnc2ccc(Br)cc12)NCc1ccco1
32. COc1ccc(N/N=C/c2c(C(=O)O)ccc3ccccc23)cc1
33. COc1cc(/C=N/NC(=O)c2cccnc2)ccc1OS(=O)(=O)c1cc(C)ccc1C
34. C=CCSc1nc2ccccc2c2nc(-c3ccccc3)nn12
35. CC(C)c1ccc(NC(=O)CN(C)S(=O)(=O)c2ccc3c(c2)c(=O)n(C)c(=O)n3C)cc1
36. COc1ccc(OC)c2[nH]c(=O)c(CCNC(=O)CC(C)C)cc12
37. Cc1cc(C)c2nc(N(CCCN(C)C)C(=O)c3ccc(S(=O)(=O)N4CCCCCC4)cc3)sc2c1
38. CCCCn1c(O)c(C(C)=NCC2CCCO2)c(=O)[nH]c1=O (stereo unspecified)
39. CCCN(CCC)S(=O)(=O)c1ccc(C(=O)OCCN2C(=O)c3cccc4c(N5CCOCC5)ccc(c34)C2=O)cc1
40. COc1ccc(N2C(=O)CSC23C(=O)N2CCCc4cccc3c42)cc1 (stereo unspecified)
Assay by compound,31,32,33,34,35,36,37,38,39,40
HCMV inh,14,-100*,?,32,-106*,-4,?,-14,.,30
Sm TGR inh,-35%,?,-1%,2%,10%,-3%,-6%,-21%,2%,0%
Giardia FBPA inh,5%,-11%,0%,10%,.,-28%,.,4%,5%,13%
AmpC inh detg,-9%,0%,-1%,2%,-6%,3%,-5%,1%,2%,?
AMA1 RON2 block,-1%,88%[activator],12%,37%[activator],.,9%,?,-4%,24%,-7%
AmpC inh no detg,-31%,-45%,122%[activator],-15%,.,-3%,191%[activator],-21%,-12%,4%

Brought forward from above: three entries; new compounds follow.
38. CCCCn1c(O)c(C(C)=NCC2CCCO2)c(=O)[nH]c1=O (stereo unspecified)
39. CCCN(CCC)S(=O)(=O)c1ccc(C(=O)OCCN2C(=O)c3cccc4c(N5CCOCC5)ccc(c34)C2=O)cc1
40. COc1ccc(N2C(=O)CSC23C(=O)N2CCCc4cccc3c42)cc1 (stereo unspecified)
41. COc1ccc(CNC(=O)C2=C(C)C(=O)OC23CCCCC3)cc1
42. c1csc(C2C3=C(Nc4ncnn42)c2ccccc2OC3)c1 (stereo unspecified)
43. Cc1nnc(NC(=O)C2CC(=O)N(C(C)c3ccccc3)C2)s1 (stereo unspecified)
44. COc1cccc(-n2c(SCC(=O)NCc3ccco3)nnc2-c2c[nH]c3ccccc23)c1
45. Cc1ccc(Nc2ncccc2C(N)=O)cc1[N+](=O)[O-]
46. CCOC(=O)c1sc(NC(=O)CSc2nc3ccccc3o2)c(C(=O)OCC)c1C
47. COc1ccc(-c2cc(C(F)F)n3ncc(C(=O)N4CCc5ccccc54)c3n2)cc1
48. Cc1cccc(OCC(=O)Nc2ccc(-c3nc4ccccc4o3)cc2)c1C
49. COc1ccc(-c2csc(N(CCCN(C)C)C(=O)c3cc(OC)c(OC)c(OC)c3)n2)cc1
50. CC1=C(C)CC(C(=O)N2CCN(Cc3ccccc3)CC2)C(C(=O)O)C1 (stereo unspecified)
Assay by compound,38,39,40,41,42,43,44,45,46,47,48,49,50
HCMV inh,-14,.,30,36,?,18,-2,67,37,21,20,-23,0
Sm TGR inh,-21%,2%,0%,-9%,45µM*,-19%,-28%,4%,3%,11µM*,9%,0%,-27%
Giardia FBPA inh,4%,5%,13%,.,-19%,.,-7%,4%,1%,-1%,.,?,10%
AmpC inh detg,1%,2%,?,-5%,?,0%,?,-5%,0%,0%,14%,?,2%
AMA1 RON2 block,-4%,24%,-7%,.,-11%,15%,-9%,-11%,30%,17%,.,-3%,-8%
AmpC inh no detg,-21%,-12%,4%,.,-30%,-7%,-35%,-20%,-19%,0%,.,178%[activator],-11%

The last three records of the section above lead into the next.
48. Cc1cccc(OCC(=O)Nc2ccc(-c3nc4ccccc4o3)cc2)c1C
49. COc1ccc(-c2csc(N(CCCN(C)C)C(=O)c3cc(OC)c(OC)c(OC)c3)n2)cc1
50. CC1=C(C)CC(C(=O)N2CCN(Cc3ccccc3)CC2)C(C(=O)O)C1 (stereo unspecified)
51. OC(CN1CCN(Cc2ccccc2)CC1)Cn1c2ccccc2c2ccccc21 (stereo unspecified)
52. Cc1ccc(S(=O)(=O)/N=C(/Nc2ccc(F)cc2F)c2ccc(F)cc2)cc1
53. O=C(CCN1C(=O)C2CC=C(Cl)CC2C1=O)NCc1ccco1 (stereo unspecified)
54. CN1CCN(C(CNC(=O)c2c(F)cccc2F)c2ccc3c(c2)OCO3)CC1 (stereo unspecified)
Assay by compound,48,49,50,51,52,53,54
HCMV inh,20,-23,0,-28,?,-33,9
Sm TGR inh,9%,0%,-27%,-13%,-11%,?,1%
Giardia FBPA inh,.,?,10%,4%,.,-7%,.
AmpC inh detg,14%,?,2%,-8%,0%,-12%,-8%
AMA1 RON2 block,.,-3%,-8%,-26%,6%,-3%,.
AmpC inh no detg,.,178%[activator],-11%,177%[activator],-11%,-8%,.
